GLS inh = qHTS for Inhibitors of Glutaminase (GLS) | Glutaminase kidney isoform, mitochondrial (Homo sapiens), O94925 | GLS enzymatic activity, qHTS titration | Potency, µM (titrated, usually from 45.5 µM), without a hit: at the highest dose activity change, negative = inhibition, most hits filed as inhibitors | 410,000 compounds, 0.21% hits | AID 624170, 2012; also: potency is read from the fitted curve at half-maximal effect; % is scaled to controls: 0 for no effect and ±100 for the full control effect
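Enzyme dispensed in phosphate buffer (45 mM, pH 8.2, 0.02% Tween-20), compounds pinned in, then 1 mM L-glutamine solution and the glutamate oxidase–HRP–Amplex Red mix added; fluorescence read immediately and again after 30 min at room temperature.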
POLH inh = qHTS for Inhibitors of Polymerase Eta | DNA polymerase eta (Homo sapiens), Q9Y253 | recombinant Pol eta, fluorescent DNA replication assay | Potency, µM (top dose mostly 114 µM), without a hit: at the highest dose activity change, negative = inhibition, hits mostly inhibitors | 390,000 compounds, 1.2% hits; also: potency is read from the fitted curve at half-maximal effect; % is scaled to controls: 0 for no effect and ±100 for the full control effect
Target sequence (Q9Y253 whole entry, looked up): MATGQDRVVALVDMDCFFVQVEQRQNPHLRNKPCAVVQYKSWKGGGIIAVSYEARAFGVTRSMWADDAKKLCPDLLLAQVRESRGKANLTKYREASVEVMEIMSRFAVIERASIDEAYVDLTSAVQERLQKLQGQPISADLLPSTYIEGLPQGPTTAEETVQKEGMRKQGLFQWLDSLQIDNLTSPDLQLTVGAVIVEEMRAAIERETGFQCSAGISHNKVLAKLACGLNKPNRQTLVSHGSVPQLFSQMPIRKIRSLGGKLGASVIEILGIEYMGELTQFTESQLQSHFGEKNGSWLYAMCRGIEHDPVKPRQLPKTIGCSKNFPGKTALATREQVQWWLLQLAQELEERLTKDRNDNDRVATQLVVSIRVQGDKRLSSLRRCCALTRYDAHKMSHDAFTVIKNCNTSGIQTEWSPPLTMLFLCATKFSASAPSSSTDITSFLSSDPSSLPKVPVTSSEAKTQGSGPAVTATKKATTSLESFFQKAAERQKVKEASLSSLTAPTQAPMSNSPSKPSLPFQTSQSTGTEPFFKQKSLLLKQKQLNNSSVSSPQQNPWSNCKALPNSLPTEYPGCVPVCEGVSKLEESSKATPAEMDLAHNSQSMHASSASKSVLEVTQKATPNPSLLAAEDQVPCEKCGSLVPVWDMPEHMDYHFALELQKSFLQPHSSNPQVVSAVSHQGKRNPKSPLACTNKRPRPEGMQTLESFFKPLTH
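Pol eta (10 nM) was preincubated with compounds for 15 min at room temperature, after which fluorescent replication substrate (50 nM final) was added to start the reaction. Fluorescence was read kinetically at 0 and 10 min.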
BAZ2B block = qHTS Assay for Inhibitors of BAZ2B | AlphaScreen BAZ2B-H3K14Ac peptide displacement | Potency, µM (top dose mostly 114 µM), for the others: at the top dose activity change, negative = inhibition, hits mostly inhibitors | 360,000 compounds, 4.4% hits | AID 504333, 2011; also: potency is read from the fitted curve at half-maximal effect; % is scaled to controls: 0 for no effect and ±100 for the full control effect; nearly all actives have a fitted effect of over 60% in size
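BAZ2B (50 nM) with biotin-H3(5-23)K14Ac peptide (50 nM) in PBS pH 7.4, 0.01% Tween-20, preformed 30 min, then compound 30 min at room temperature; top concentration 110uM. AlphaScreen streptavidin donor/nickel chelate acceptor beads (10 ug/mL final), 20 min dark, signal read.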
PI4K2A block = qHTS for small molecular inhibitors of PI4K2A. Phosphatidylinositol 4-kinase type 2-alpha (Homo sapiens), Q9BTU6. purified PI4K2A, ADP-Glo luminescence, 1 h; hits give low values. activity change, negative = inhibition, % at 76.9 µM. 420,000 compounds, 0.13% hits. AID 1346378, 2018; in the data active = activity change below about -50%; inconclusive = mostly about -30% to -49%;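 also: -100% = wells without enzyme as full effect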
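PI4K2A activity was measured by ADP-Glo luminescence: enzyme (4 ug/mL stock) and phosphatidylinositol (1.2 mM stock) in Tris pH 7.5/MgCl2/EGTA/Triton X-100 buffer were reacted with ATP (300 microM stock) for one hour at ambient temperature.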
HP1b binding inh = HTS for Inhibitors of HP1-beta Chromodomain Interactions with Methylated Histone Tails. Chromobox protein homolog 1 (Homo sapiens), P83916. AlphaScreen HP1-beta / biotin-H3K9me3 peptide binding. Potency, µM (top dose mostly 114 µM), for the others: at the top dose activity change, negative = inhibition, most hits filed as inhibitors. 390,000 compounds, 0.56% hits; also: potency is read from the fitted curve at half-maximal effect; nearly all actives have a fitted effect of over 70% in size; inactives centre near 23
Target sequence (P83916 whole entry, looked up): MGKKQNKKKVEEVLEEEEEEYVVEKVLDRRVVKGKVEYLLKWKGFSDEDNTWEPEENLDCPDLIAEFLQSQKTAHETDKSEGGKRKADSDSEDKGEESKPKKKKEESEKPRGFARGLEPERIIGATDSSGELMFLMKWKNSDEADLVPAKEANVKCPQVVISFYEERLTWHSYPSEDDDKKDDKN
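Compound inhibition of the preformed complex between 50 nM HP1-beta and 50 nM biotinylated H3K9me3 peptide was read by AlphaScreen. Buffer was PBS pH 7.4 with 0.01% Tween-20. Incubations ran 30 min at room temperature, with 10 ug/mL donor/acceptor beads.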
G9a block = qHTS Assay for Inhibitors of Histone Lysine Methyltransferase G9a | G9a H3K9 monomethylation, AlphaScreen, 2 h | 350,000 compounds, 8.8% hits | Histone-lysine N-methyltransferase EHMT2 (Homo sapiens), Q96KQ7 | Potency, µM (highest dose often 102 µM), for inactives: at the highest dose activity, negative = inhibition, usual class: inhibitors; also: potency is read from the fitted curve at half-maximal effect; % is scaled to controls: 0 for no effect and ±100 for the full control effect; nearly all actives have a fitted effect of over 75% in size
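Quantitative HTS format: methyltransferase activity on a biotin-tagged H3K9 peptide is measured by AlphaScreen, using a rabbit anti-monomethyl-H3K9 antibody with streptavidin donor and anti-IgG acceptor beads. Final levels are 20 nM enzyme, 500 nM peptide, 20 uM SAM; 2 h RT.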
Tb PGK inh = qHTS Assay to Find Inhibitors of Phosphoglycerate Kinase; PGK/GAPDH coupled, Kinase-Glo luminescence, 60 min; 380,000 compounds, 0.043% hits; Potency, µM (series often up to 57.5 µM), inactives show top-dose activity change, negative = inhibition, most hits filed as inhibitors; also: potency is read from the fitted curve at half-maximal effect; % is scaled to controls: 0 for no effect and ±100 for the full control effect; nearly all actives have a fitted effect of over 60% in size
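Luminescent ATP detection (Kinase-Glo Plus) follows a 60-minute room-temperature incubation, with wells lacking PGK as controls. Buffer: 100 mM TEA (pH 7.6), 5 mM MgCl2, 0.01% Tween-20. Coupling enzyme GAPDH (100 nM final) supplies unstable 1,3-BPG in-well.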
JMJD2A Tudor = qHTS Assay for Inhibitors of JMJD2A-Tudor Domain; Lysine-specific demethylase 4A (Homo sapiens), O75164; AlphaScreen JMJD2A-Tudor / H3K4me3 peptide binding; Potency, µM (highest dose often 114 µM), without a hit: at the top dose activity change, negative = inhibition, actives largely listed as inhibitors; 390,000 compounds, 4.4% hits; also: potency is read from the fitted curve at half-maximal effect; % is scaled to controls: 0 for no effect and ±100 for the full control effect; nearly all actives have a fitted effect of over 50% in size
Pin1 inhibitor = qHTS Assay to Find Inhibitors of Pin1. Peptidyl-prolyl cis-trans isomerase NIMA-interacting 1 (Homo sapiens), Q13526. 390,000 compounds, 0.009% hits. Potency, µM (top dose mostly 115 µM), without a hit: top-dose activity, negative = inhibition, hits mostly inhibitors. Pin1 FP peptide displacement, HiFluor488, 10 min; active = well fitted inhibition curve with a large enough effect in the polarisation, with a control signal flat, not every such curve was filed as active; inconclusive = small, poorly fitted or top-dose-only effect, or effect the other way, or a change in a side signal; inactive = no such curve, though single readings can be large or run the other way; the % refers to the polarisation; also: potency is read from the fitted curve at half-maximal effect; % is scaled to controls: 0 for no effect and ±100 for the full control effect
Target sequence (Q13526 whole entry, looked up): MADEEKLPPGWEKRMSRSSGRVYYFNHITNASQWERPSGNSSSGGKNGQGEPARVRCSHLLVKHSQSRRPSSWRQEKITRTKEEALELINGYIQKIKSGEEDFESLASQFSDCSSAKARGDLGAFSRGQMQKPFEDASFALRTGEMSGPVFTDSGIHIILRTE
The depositor's hits bear a star; i = inactive; ? = inconclusive; / = no result given; & = joins results of further samples; ! = not confirmed by another sample; [ ] = another dose, or the depositor's remark. Unless noted, calls follow the shape of the dose curve; as a rule, active = well fitted curve in the direction sought with a large enough effect; inconclusive = small, poorly fitted or top-dose-only effect, or another doubt; inactive = no such curve, though single readings can be large; an effect the other way counts as inactive or inconclusive. Some of the compounds tested; rates above refer to the full screens.

SMILES	GLS inh	POLH inh	BAZ2B block	PI4K2A block	HP1b binding inh	G9a block	Tb PGK inh	JMJD2A Tudor	Pin1 inhibitor
CC(C)NC(=O)c1ccc(N(Cc2ccc(Cl)cc2)S(C)(=O)=O)cc1	-15%	-24%	-5%	1	31%	/	i	0%	-8%
Cc1sc(C2C(C#N)=C(N)N(c3ccc(Cl)cc3)C3=C2C(=O)CCC3)cc1CN1CCOCC1 (centres undefined)	-21%	-3%	?	-1	7%	11%[59 µM]	-6%	-19%	2%
CC(=O)Nc1ccc(S(=O)(=O)N2CCN(CC(=O)NC3CCCC3)CC2)cc1	-2%	-8%	?	-2	21%	?	-5%	8%	-1%
O=C(/C=C/c1cccc2ccccc12)N1CCOCC1	3%	-6%	-2%	-2	14%	26%[59 µM]	1%	-18%	-2%
CCOC(=O)Cn1nc(C)n(-c2cccc(Cl)c2)c1=O	1%	-21%	-4%	1	13%	-5%	i	-7%	-3%
O=C(Nc1ccc(Cl)cc1)c1nc[nH]c1C(=O)NCCCCNC(=O)c1[nH]cnc1C(=O)Nc1ccc(Cl)cc1	-8%	-26%	/	-1	50%[activator]	/	8%	-17%	11%
O=C(COc1ccccc1[N+](=O)[O-])Nc1cccc(-c2nc3ccccc3s2)c1	0%	-10%	-25%	-3	0%	?	4%	-23%	10%
COc1cc(OC)c(/C=N/NC(N)=S)cc1Br	0%	-14%	-1%	-4	31%	?	i	-5%	1%
Cc1cc(C)cc(OCCn2c(CCNC(=O)C3CCCCC3)nc3ccccc32)c1	-7%	-10%	-14%	4	18%[57 µM]	10%[59 µM]	1%	-2%[57.1 µM]	?
N#CC1(Nc2ccc3ccccc3c2)CCCC1	-8%	-2%	/	0	?	/	i	?	-4%
C=CCc1cc(Cl)ccc1OCCN1CC(C)OC(C)C1 (centres undefined)	-12%	-14%	?	-3	?	4.5µM*	-5%	2.2µM*	0%
Oc1ccc(Cl)cc1C1=Nc2ccccc2N=C(c2ccco2)C1	-6%	-10%	1%	-1	31%	-11%[59 µM]	-7%	-15%	37%[activator]
Cc1ccc(C)n1-c1c(C(=O)NCCC(C)C)sc2ncccc12	2%	-7%	0%	-7	10%[57 µM]	-5%[59 µM]	-7%	-28%	-1%
CC1CN(C(=O)Cn2cnc3c2c(=O)n(C)c(=O)n3C)CC(C)O1 (centres undefined)	6%	-10%	2%	1	29%	-4%[12.7 µM]	3%	-11%	0%
c1ccc(CSc2nc3ncccn3n2)cc1	-7%	-9%	7%	6	49%[activator]	1%[12.7 µM]	-2%	14%	0%
O=C(COC(=O)/C=C/c1cccs1)NC(=O)Cc1ccccc1	1%	-8%	-37%	5	28%	-31%	-2%	-4%	5%
Cc1ccc(Nc2nnc(-c3ccc(N4CCOCC4)c([N+](=O)[O-])c3)c3ccccc23)cc1	-9%	-5%	?	-1	-21%	?	-5%	?	-3%
O=C(Nc1ncccc1O)c1cccc(S(=O)(=O)N2CCc3ccccc32)c1	37%[activator]	-1%	3%	5	21%	-4%[59 µM]	-8%	-27%	-4%
c1ccc2c(c1)CCN(c1nc3cc4c(cc3s1)OCCO4)C2	19%	-16%	-18%	-15	-7%	?	-21%	?	-1%
Cc1cc(C(=O)NCc2ccc(F)cc2)c2ccccc2n1	1%	-11%	4%	-1	10%	22%	-3%	-13%	0%
CC1CC=CCC1(CO)CO (centres undefined)	2%	-11%	/	1	37%	/	2%	-1%	2%
O=C(Cc1ccc(F)cc1)Nc1ccc(S(=O)(=O)N2CCCC2)cc1	-15%	-21%	7%	0	17%	50µM*	-12%	-4%	-19%
COc1ccc(CCNC(=O)CCc2ccsc2)cc1OC	-14%	1%	8%	2	7%	1%	4%	-13%	0%
CCCCCC(=O)Nc1cccc2ccccc12	4%	2%	-8%	-2	23%	-2%[59 µM]	-2%	-14%	-1%
CNCCCCOc1ccccc1Cc1ccccc1	7%	/	-10%	2	/	-6%[59 µM]	/	/	/

Single entries from above.
Under POLH inh, CC1CC=CCC1(CO)CO (centres undefined) shows -11%
Under Tb PGK inh, CC1CN(C(=O)Cn2cnc3c2c(=O)n(C)c(=O)n3C)CC(C)O1 (centres undefined) shows 3%
Under PI4K2A block, CC(C)NC(=O)c1ccc(N(Cc2ccc(Cl)cc2)S(C)(=O)=O)cc1 shows 1

Continuation:
SMILES	GLS inh	POLH inh	BAZ2B block	PI4K2A block	HP1b binding inh	G9a block	Tb PGK inh	JMJD2A Tudor	Pin1 inhibitor
COC(=O)c1cc(NC(=O)CC2SC(=Nc3ccccc3)N(CCc3c[nH]c4ccccc34)C2=O)cc(C(=O)OC)c1 (centres undefined)	25µM*	10%	12%	3	8%	?	-2%	-32%	17%
Cc1ccc(NC(=S)N=Nc2c(O)[nH]c3ccccc23)cc1	0%	-10%	/	0	10%	35%[activator]	0%	-22%	9%
O=C(Cn1c(-c2cccs2)cc2cc(Cl)ccc21)NCc1ccccc1	0%	-19%	2%	1	39%[activator]	7%[59 µM]	8%	-5%	2%
O=C(O)Cc1sc(Nc2cccc3ccccc23)nc1-c1ccc(F)cc1	4%	-16%	-23%	-1	4%	45µM*	0%	-12%	-6%
O=C(NCC1CCCO1)c1cc(Br)c(Br)s1 (centres undefined)	10%	-1%	3%	-3	44%[activator]	31%	0%	1%	-12%
O=S(=O)(Nc1ccc(F)cc1F)c1ccc(-n2cccn2)cc1	13%	-6%	-7%	-5	26%	-30%[59 µM]	4%	1%	3%
O=C(Oc1cccc(NC(=O)c2ccco2)c1)c1cccc(S(=O)(=O)N2CCCCC2)c1	-1%	-12%	2%	0	41%[activator]	?	2%	-18%	?
Cc1cccc(-c2nc3c4ccccc4nc(NCc4ccc(Cl)cc4)n3n2)c1	7%	-10%	7%	-3	/	5%[59 µM]	8%	4%	3%
Cn1nnnc1SCC1=C(C(=O)O)N2C(=O)C(NC(=O)C3CC3c3ccccc3)C2SC1 (centres undefined)	6%	14µM*	71µM*	-6	16%	?	?	?	?
CN(CC(=O)Nc1ccc(N2CCOCC2)cc1)CC(=O)Nc1ccc([N+](=O)[O-])cc1Br	8%	-14%	-27%	-3	16%	-35%	-12%	-20%	-8%
Nc1ccc(O)c2c(=O)cc(-c3ccccc3Cl)oc12	7%	-12%	-6%	1	26%	16µM*!	-9%	-20%	9%
COc1ccc(Oc2ncnc3sccc23)cc1	-7%	4%	8%	-3	48%[activator]	3%	-7%	11%	-1%
Cc1ccc(CNC(=O)C2CCC(=O)N(C3CCCC3)C2)c(F)c1F (centres undefined)	0%	-7%	2%	-4	59%[activator]	20%	1%	-2%	5%
Cc1ccc(S(=O)(=O)N(C)C)cc1NC(=O)Nc1ccccc1	-1%	-7%	-10%	3	16%	-3%	0%	-23%	-3%
CCOC(=O)c1c(-c2cccs2)csc1NC(=O)c1ccco1	5%	3%	0%	3	28%	-17%[59 µM]	-5%	-2%	0%
COc1cc(C)ccc1OCCOCCOc1c(C)cc(C)cc1Br	12%	-17%	116%[activator]	14	155%	68%[activator][59 µM]	2%	126%[activator]	0%
CCOc1ccc(NC(=O)N2CCC(C(N)=O)(N3CCCCC3)CC2)cc1	7%&19%	2%&-1%	3%&9%	3&1	10%&15%	-25%[59 µM]	-2%&3%	-14%&-2%	-1%&-4%
CCC(C)NC(=O)c1ccc2c(c1)sc1nc(-c3ccc(OC)cc3)cn12 (centres undefined)	3%	3%	-15%	-1	22%	-11%[59 µM]	0%	-6%	55%[activator]
CCCC1=Nc2cc(C(=O)NCCCOC(C)C)ccc2Sc2ccccc21	-4%	-15%	-6%	2	15%	-22%[59 µM]	6%	-18%	6%
COc1ccccc1N1CCN(C(=O)CN(C2CCCCC2)S(C)(=O)=O)CC1	-15%	-17%	5%	4	2%	-2%	i	?	-4%
COc1cccc(-n2c(=O)c3sc4ccccc4c3n(CC(=O)Nc3cccc(Cl)c3)c2=O)c1	-9%	-1%	-9%	2	24%	?	-1%	-25%	0%
Cc1ccc(S(=O)(=O)N2CCN(CN3C(=O)CC4(CCCC4)C3=O)CC2)cc1	1%	-19%	7%	6	19%	-2%	-2%	-6%	-5%
Cc1ccc(CNC(=O)c2nc(-c3ccc(Cl)cc3)n3c2CCCCC3)cc1	0%	-24%	10µM*	3	?	8.9µM*	-11%	22µM*	13%
CCS(=O)(=O)N1Cc2ccccc2CC1C(=O)NCc1cccc(OC)c1 (centres undefined)	-2%	-22%	-25%	-1	31%	6%	-3%	-19%	-5%
COc1ccc(OC)c(C2NC(=O)c3sc(=S)n(-c4ccccc4)c3N2)c1 (centres undefined)	2%	-12%	?	-7	14%	4µM*	-6%	-31%	0%
